# HCMV inh – human cytomegalovirus inhibition; activity change, negative = inhibition, % at 57.5 µM; HFF cells, HCMV-luciferase reporter, 72 h; hits give low values; 410,000 tested, 4.5% active; in the data active means activity change below about -60%; inconclusive means no clear call, values can overlap the other calls; inactive means above about -39%
#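 Luciferase read-out from HCMV-luciferase-infected HFFs (MOI 1 PFU/cell) 72 h post infection at 37C; compounds added after 16 h cell attachment; activity normalized between buffer-only basal and Salinomycin (10uM) inhibitor controls.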
# AmpC inh detg – blocks E. coli AmpC beta-lactamase in detergent assay. AmpC hydrolysis of nitrocefin, absorbance 480 nm, 0.01% Triton. AID 485294. Potency, µM (top dose mostly 114 µM), inactives show at the highest dose activity change, negative = inhibition, hits mostly inhibitors. 370,000 tested, 0.041% active;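 further: potency means the concentration at half of the fitted maximal effect; 0% = no-compound wells and -100% = no-enzyme wells; nearly all actives have a fitted effect of over 25% in size; some results filed as inactive show a strong effect at the top dose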
# Target sequence (P00811 whole entry, looked up): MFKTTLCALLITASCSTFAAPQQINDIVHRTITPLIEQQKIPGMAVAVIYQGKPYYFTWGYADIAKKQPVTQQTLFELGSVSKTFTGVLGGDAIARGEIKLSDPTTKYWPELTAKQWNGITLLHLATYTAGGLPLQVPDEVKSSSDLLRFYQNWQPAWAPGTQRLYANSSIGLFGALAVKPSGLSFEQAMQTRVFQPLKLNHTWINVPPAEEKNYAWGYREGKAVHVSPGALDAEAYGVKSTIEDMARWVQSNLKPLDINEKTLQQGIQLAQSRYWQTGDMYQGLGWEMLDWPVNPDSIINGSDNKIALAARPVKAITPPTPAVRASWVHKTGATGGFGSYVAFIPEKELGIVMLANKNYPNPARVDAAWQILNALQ
#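 20 mM phosphate pH 7.0 + 0.01% (detergent screen) or 0.0001% Triton X-100; 5.3 nM AmpC reagent; cpd preinc 15 min RT; nitrocefin (800 uM stock) to start; A480 q20 s × 4 min; Activity was normalised to no-enzyme and no-compound control wells.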
# FBPA Giardia inh – Giardia lamblia aldolase inhibition; 290,000 tested, 0.71% active; Potency, µM (series often up to 59.6 µM), without a hit: at the highest dose activity, negative = inhibition, usual class: inhibitors; A8B2U2; purified Giardia FBPA; further: potency means the concentration at half of the fitted maximal effect; nearly all actives have a fitted effect of over 55% in size
# Target sequence (A8B2U2 whole entry, looked up): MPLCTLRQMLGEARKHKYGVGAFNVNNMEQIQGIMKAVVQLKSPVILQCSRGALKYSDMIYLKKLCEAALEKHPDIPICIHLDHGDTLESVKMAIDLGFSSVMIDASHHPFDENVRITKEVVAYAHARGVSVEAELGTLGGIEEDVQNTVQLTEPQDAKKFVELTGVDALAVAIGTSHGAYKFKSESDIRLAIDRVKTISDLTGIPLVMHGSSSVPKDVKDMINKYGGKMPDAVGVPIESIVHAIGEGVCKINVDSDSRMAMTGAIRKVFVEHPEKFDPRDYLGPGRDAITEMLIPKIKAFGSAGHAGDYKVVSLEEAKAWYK
#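 40 nM FBPA preincubated 10 min at RT with compound (up to 57.5 uM final), then substrate plus GAPDH/TPI/NAD/arsenate coupling and diaphorase/resazurin added. Fluorescence read after 20 min at RT, 525/598 nm.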
# AMA1 RON2 block – disrupts binding of P. falciparum AMA1 to RON2; AlphaScreen AMA1-biotinylated RON2 peptide binding; Potency, µM (doses to about 58.2 µM), for the others: at the top dose activity change, negative = inhibition, hits mostly inhibitors; 360,000 tested, 0.2% active;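 further: potency means the concentration at half of the fitted maximal effect; 0% = vehicle wells and -100% = peptide control; nearly all actives have a fitted effect of over 45% in size; some results filed as inactive show a strong effect at the top dose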
#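 AMA1 (3D7) with his tag at 25 nM final met compounds first, then biotinylated RON2 peptide at 25 nM; detection used donor plus acceptor beads, 10 µg/mL apiece, read by AlphaScreen after 30 min at room temperature.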
# Sm TGR block – inhibitors of Schistosoma mansoni thioredoxin glutathione reductase | Q962Y6 | purified TGR, DTNB reduction, TNB absorbance 405 nm | Potency, µM (highest dose often 114 µM), inactives show at the highest dose activity change, negative = inhibition, actives largely listed as inhibitors | 360,000 tested, 3% active | AID 485364; further: potency means the concentration at half of the fitted maximal effect; nearly all actives have a fitted effect of over 60% in size
#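 First, TGR (20 nM dispensed) and NADPH were mixed with compound. Second, a 15 min room-temperature incubation followed. Third, further NADPH and then DTNB were added to start the reaction. Finally, TNB absorbance was monitored kinetically.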
# HCV inh – HCV inhibition; Huh7.5.1 HCVcc-Cre infection, luciferase reporter, 44 h; Potency, µM (highest dose often 41.8 µM), for inactives: at the highest dose activity change, negative = inhibition, most hits filed as inhibitors; 340,000 tested, 3.4% active; AID 651820; further: potency means the concentration at half of the fitted maximal effect
#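 A cell-based infection assay in which seeded cells (1,000 per well) receive test compound after 4 h, are inoculated with HCVcc-Cre at approximately 0.5 moi, and are incubated 44 h before luminescence detection.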
# * = called active by the depositor; u = inconclusive; x = no result given; [ ] = dose if it differs, or a comment. Unless noted, the call rests on the fitted dose curve; in most records, active means well fitted curve in the direction sought with a large enough effect; inconclusive means small, poorly fitted or top-dose-only effect, or another doubt; inactive means no such curve, though single readings can be large; an effect the other way counts as inactive or inconclusive. Unless noted, on the % scale 0 is the no-effect control and ±100 the full control effect.
SMILES,HCMV inh,AmpC inh detg,FBPA Giardia inh,AMA1 RON2 block,Sm TGR block,HCV inh
COc1ccccc1NC(=O)C(NC(=O)c1ccc(C)cc1)c1ccccc1 (configuration not stated),19,3%,1%,45%[activator],-12%,-4%
CN(C)S(=O)(=O)c1cccc(NC(=S)NC(=O)C2CCCCC2)c1,u,-8%,-2%,-1%[11.6 µM],-33%,u
CCNc1nc(NCC)n2c(SC(C)C(=O)c3ccc(C)cc3)nnc2n1 (configuration not stated),u,-14%,0%,-11%,-7%,u
O=C(NC1CCN(C(=O)Nc2cccc(Cl)c2)CC1)c1ccccc1,-8,-4%,6%,-2%,-12%,15%
CCc1ccc(CN(C)C(=O)C2=CC=CN3CCS(=O)(=O)N=C23)cc1,-19,-17%,x,-10%,3%,u
Cc1ccc(/C=C2\C(=N)N3N=C(CC(=O)N4CCOCC4)SC3=NC2=O)o1,16,7%,x,59%[activator],-25%,12%
O=C(OCC(=O)N1CCc2ccccc21)c1nc(Cl)ccc1Cl,0,1%,-10%,3%,2%,-15%
CN(C)/C=C1/C(=O)Nc2ccccc21,55,-5%,5%,5%,-5%,16%
CCN(C(=O)CCS(=O)(=O)c1cc(Br)cc2c1N(C(=O)C1CC1)CC2)c1cccc(C)c1,11,13%,x,x,-30%,x
CCN(C(=O)c1cn(C)c(=O)c2cc(OC)c(OC)cc12)c1cc(C)ccc1C,26,-10%,3%[12.9 µM],8%,11%,-21%
NC(=O)c1ccsc1NC(=O)COC(=O)/C=C/c1ccc([N+](=O)[O-])cc1,-6,1%,2%,-24%,-14%,5%
CCC(=O)N1N=C(c2ccc(NS(C)(=O)=O)cc2)CC1c1ccc(C)cc1 (configuration not stated),59,-4%,-6%,-6%,-15%,u
CCOC(=O)c1c(NC(=O)COc2ccc(C(C)(C)C)cc2)sc2c1CCCC2,5,15%,x,x,-6%,x
COc1cc(CN2CCN(Cc3ccc(C)cc3)C(CCO)C2)cc(OC)c1O (configuration not stated),-15,8%,u,8%,6.3µM*,21%
CCOC(=O)CNC(=O)CSc1nc(-c2cccc(C)c2)ns1,-37,-12%,1%,-16%,-2%,4%
Cc1cccn2c(=O)c3cc(C(=O)NCC4CCCO4)c(=N)n(Cc4cccnc4)c3nc12 (configuration not stated),-35,u,-4%,-1%,-1%,-14%
C(=C\c1ccncc1)/c1ccncc1,-40,1%,8%,0%,0%,14%
NC(=O)CSc1ncc2c(n1)-c1ccccc1N(Cc1cccc(F)c1)S2(=O)=O,2,-5%,x,x,-1%,x
CC1CCCCN1CCNC(=O)c1cc2c(-c3ccccc3F)nn(C)c2s1 (configuration not stated),26,-21%,-3%,-8%,-1%,u
CCOC(=O)N1CCN(CCC(=O)Nc2ccc(C)c(Br)c2)CC1,-5,-10%,-6%,-1%,17%,3%
Cc1cccc(NC(=S)N2CCC(NC(=O)c3ccco3)CC2)c1,38,4%,13%,0%,-2%,-5%
COc1ccc(/C=C/C(=O)NCCC(=O)N2CCCN(C)CC2)cc1,25,1%,-4%,4%,-3%,1%
Cc1cccc(C)c1NC(=O)CCSc1nc(-c2ccc3c(c2)OCO3)cc(C(F)(F)F)n1,-24,23%,x,x,-2%,x
Cc1ccc(NC(=O)c2ccc3nc(N4CCOCC4)sc3c2)c(Cl)c1,-22,-7%,-4%,-1%,-12%,5%
O=C(CCS(=O)(=O)c1ccc(Br)cc1)N1CCN(c2ccccc2)CC1,u,3%,1%,-9%,5%,-10%
Cc1ccc(C(=O)NCC(=O)OC(C)C(=O)NC2CCCc3ccccc32)cc1 (configuration not stated),-8,1%,x,-10%,6%,3%
Cc1ccc(-n2nc3c(c2NC(=O)c2ccc4c(c2)OCO4)CSC3)cc1,-6,u,7%,3%,-2%,1%
COc1ccc(NS(=O)(=O)c2ccc(NC(=S)NC(=O)/C=C/c3ccccc3)cc2)nn1,-8,u,-5%,59%[activator],-4%,3%
COc1ccccc1NC(=S)NNC(=O)c1ccccc1,74,x,x,55%[activator],x,6%
Cc1cccc(COc2ccc(S(=O)(=O)N3CCOCC3)cc2[N+](=O)[O-])c1,-39,0%,x,-16%,-3%,-7%
CCn1c(-c2cc(C3CC3)nc3ccccc23)n[nH]c1=S,-37,-8%,20%,14%,45µM*,-6%
FC(F)(F)c1cnc(/C=C/Nc2ccccc2Cl)c(Cl)c1,19,-5%,-4%,-8%,13%,-16%
O=C(Nc1ccccn1)c1cccs1,39,-4%,-1%,-3%,0%,3%
CCCCOc1ccc(C2(C)NC(=O)NC2=O)cc1 (configuration not stated),12,-7%,-3%,-2%,-10%,-1%
CCCCC(=O)Nc1nnc(-c2ccc(OC)cc2)s1,34,-1%,2%,1%,0%,3%
CCC1(CCO)C(=O)NC(=S)NC1=O,-7,x,x,2%,x,2%
CC1CCN(S(=O)(=O)c2cc3c4c(c2)CC(=O)N4CCC3)CC1,2,-5%,x,x,7%,x
NC(=O)c1ccc(NC(=O)C2CC2)cc1,15,8%,5%,-6%,0%,-3%
CSc1nnc(NC(=O)c2ccc(S(=O)(=O)N(C)C)cc2)s1,19,2%,7%,-2%,-1%,11%
Oc1ccccc1Cl,0,x,x,7%,x,3%

# Among those listed so far, these have a thiophene ring, fused or not:
SMILES,HCMV inh,AmpC inh detg,FBPA Giardia inh,AMA1 RON2 block,Sm TGR block,HCV inh
NC(=O)c1ccsc1NC(=O)COC(=O)/C=C/c1ccc([N+](=O)[O-])cc1,-6,1%,2%,-24%,-14%,5%
CCOC(=O)c1c(NC(=O)COc2ccc(C(C)(C)C)cc2)sc2c1CCCC2,5,15%,x,x,-6%,x
CC1CCCCN1CCNC(=O)c1cc2c(-c3ccccc3F)nn(C)c2s1 (configuration not stated),26,-21%,-3%,-8%,-1%,u
O=C(Nc1ccccn1)c1cccs1,39,-4%,-1%,-3%,0%,3%

# More compounds follow.
SMILES,HCMV inh,AmpC inh detg,FBPA Giardia inh,AMA1 RON2 block,Sm TGR block,HCV inh
O=C1C2C3C=CC(CO)(O3)C2C(=O)N1c1ccccc1-c1ccccc1 (configuration not stated),x,u,-20%,-2%,0.32µM*,-27%
COc1ccc(NC(=O)N(C)C[C@H]2Oc3ccc(NC(=O)NC(C)C)cc3C(=O)N([C@H](C)CO)C[C@@H]2C)cc1,41,x,x,10%,x,-23%
COC(=O)c1sc(NC(=O)CSc2nc3nc(C)cc(C)n3n2)c(C(=O)OC)c1C,-26,x,x,-15%,x,u
NC(=O)c1ccc(NC(=O)COC(=O)c2n[nH]c3ccccc23)cc1,36,6%,x,15%,4%,-3%
COC(=O)C1=NNC2C(=O)N(c3ccc(C)cc3)C(=O)C12 (configuration not stated),7,-24%,9%,-2%,0%,-2%
CCOc1ccc(S(=O)(=O)n2ccnc2)c2ccccc12,-3,-14%,-11%,-1%,3%,11%
CCOC(=O)C1CCCN(C(=O)c2ccc3c(c2)N(Cc2cccc(Cl)c2)C(=O)c2ccccc2S3(=O)=O)C1 (configuration not stated),-63*,0%,x,x,10%,x
CN(C)c1ccc(-c2nc(-c3ccccn3)no2)cc1[N+](=O)[O-],22,-1%,x,x,-15%,x
O=C(C1=C[C@H](C2CCCCC2)C[C@H](OCc2ccc(CO)cc2)O1)N1CCN(Cc2ccc3c(c2)OCO3)CC1,x,8%,-11%,-18%,-4%,2%[8.37 µM]
CCN(Cc1ccccc1)C(=O)CSc1nc(C)cc(C)c1C#N,u,u,2%,11%,-7%,10µM*
COc1ccc(Cn2c(=O)c3[nH]cnc3n(-c3ccc(C)cc3)c2=O)cc1,15,-4%,-8%,6%,-11%,u
COc1c(Cl)cc(Cl)cc1/C=C(\C#N)c1nc(-c2ccc(Cl)cc2)cs1,7,-3%,x,x,-8%,x
C=CCn1c(-c2cccc(OCC)c2)n[nH]c1=S,u,2%,-4%,24%,11%,14%
CCOc1ccc(-c2nc(SCC(=O)NCCOC)c(-c3ccc(OC)c(OC)c3)[nH]2)cc1,-4,13%,x,x,2%,x
CCOC(=O)CSc1nnc(CSc2nc(C)cc(C)n2)n1Cc1ccco1,19,-8%,1%,-9%,45µM*,4%
Cc1nc(N2CCCC2)c2c(C(=O)N3CCN(c4cccc(Cl)c4)CC3)c(C)oc2n1,28,4%,x,x,8%,x
CCC(C)c1ccc(NC(=S)NCc2cccs2)cc1 (configuration not stated),47,5%,1%,47%[activator],3%,-23%
CCCc1nc2ccccc2c(NC(=O)CN(CC)CC)c1CC,-12,2%,16µM*,-4%,-6%,-5%
COc1ccc(C(=O)NC(=S)N(CCC(C)C)c2c(N)n(Cc3ccccc3)c(=O)[nH]c2=O)cc1,u,-2%,0%,67%[activator],1%,-12%
CCOCCn1c(SC(C)C(C)=O)nc2c1c(=O)[nH]c(=O)n2C (configuration not stated),-1,-7%,0%,8%,13%,6%

# Five entries from above, with values under each structure.
# Values run as follows: HCMV inh, AmpC inh detg, FBPA Giardia inh, AMA1 RON2 block, Sm TGR block, HCV inh
- CN(C)/C=C1/C(=O)Nc2ccccc21
 : 55, -5%, 5%, 5%, -5%, 16%
- CCN(C(=O)CCS(=O)(=O)c1cc(Br)cc2c1N(C(=O)C1CC1)CC2)c1cccc(C)c1
 : 11, 13%, x, x, -30%, x
- CCN(C(=O)c1cn(C)c(=O)c2cc(OC)c(OC)cc12)c1cc(C)ccc1C
 : 26, -10%, 3%[12.9 µM], 8%, 11%, -21%
- NC(=O)c1ccsc1NC(=O)COC(=O)/C=C/c1ccc([N+](=O)[O-])cc1
 : -6, 1%, 2%, -24%, -14%, 5%
- CCC(=O)N1N=C(c2ccc(NS(C)(=O)=O)cc2)CC1c1ccc(C)cc1 (configuration not stated)
 : 59, -4%, -6%, -6%, -15%, u

# (cont.)
SMILES,HCMV inh,AmpC inh detg,FBPA Giardia inh,AMA1 RON2 block,Sm TGR block,HCV inh
Cc1cccc(C)c1NC(=O)CCCSc1nnnn1C,40,1%,6%,3%,3%,-37%
O=C(NC1CCCCC1)C(c1cccnc1)N(C(=O)c1csnn1)C1CCCC1 (configuration not stated),-13,-14%,6%,-2%,-15%,-1%
CC(C)(C)c1nnc(NC(=O)C2CCN(c3ncccn3)CC2)s1,31,-8%,2%,1%,-5%,-7%
CCC(=O)c1cn(CC(=O)NCc2ccco2)c2ccccc12,15,-10%,-7%,49%[activator],-10%,2%
COc1cc(NC(=O)CCS(=O)(=O)c2ccc3c(c2)oc(=O)n3C)cc(OC)c1OC,-10,-5%,x,-11%,-25%,3%
Cc1cccc(C(=O)Nc2cc(-c3nc4cccnc4s3)ccc2C)c1,17,5%,x,x,3%,x
COCCn1c(N)c(N(Cc2ccccc2)C(=O)CSCC(=O)Nc2ccc(C)cc2)c(=O)[nH]c1=O,-17,-5%,x,-7%,5%,21%
CCN1C2=NCCCN2c2cc(C)c(C)cc21,-16,-5%,2%,0%,-1%,-6%
CC(C)CNCC(=O)N1c2ccccc2Sc2ccccc21,-71*,-5%,u,-19%,4%,6%
O=Cc1ccccc1-c1cn(CCCOCc2ccccc2)nn1,1,u,11%,9%,-5%,-3%
Cc1ccc(C)c(-c2csc(NC(=O)c3cnccn3)n2)c1,-5,u,-11%,46%[activator],1%,-2%
c1ccc2oc(-c3[nH]ncc3CN3CCSCC3)cc2c1,-30,4%,0%,-4%,5%,-2%
COc1ccc(CSCC(=O)Nc2ccccc2SC)cc1,u,-7%,-10%,32%[activator],-5%,-17%
O=C(CN1CCCc2ccccc21)Nc1cc(S(=O)(=O)N2CCCC2)ccc1Cl,0,-11%,x,-5%,-26%,u
c1ccc(-c2nc3ccccc3c3nc4ccccc4n23)cc1,-20,1%,9%,4%,4%,-2%
